tim10-1 inh – growth inhibitors of tim10-1 mutant yeast, primary screen, luminescence, uHTS | S. cerevisiae tim10-1 ts strain growth, BacTiter-Glo, 24 h | inhibition, % at 20 µM | 2.2% of 330,000 active | AID 463190, 2010;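 active = inhibition of at least 40%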;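 also: mutant grown at 25 °C; 0% = DMSO wells with yeast and 100% = wells holding no yeast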
APJ antagonist – antagonists of human apelin receptor APJ, primary screen, CHO-K1 cells, beta-arrestin complementation, luminescence; AID 2521, 2010; P35414; inhibition, % at 20 µM; 0.32% of 330,000 active;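 active = inhibition above about 40% at 20 µM, limit read from the data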;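 also: cells challenged with 10 nM apelin-13 agonist together with compound; plate controls were apelin-13 plus DMSO wells for no effect and DMSO wells lacking apelin-13 for full effect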
XBP1 UPR activ – activators of adaptive XBP1 UPR arm, primary screen, cell-based, CHO-XBP1 luciferase reporter, luminescence, uHTS | 0.33% of 330,000 active | activation, % at 20 µM | AID 463104, 2010 | IRE1-XBP1 UPR activation; percent of tunicamycin response, DMSO as zero;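 active = versus positive control, 20 µM dose yields 30% or more activation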;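 also: 100% = tunicamycin at 10 µg/mL and 0% = DMSO only wells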
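incubation = overnight seeding at 37 °C, 6 h compound treatment at 37 °C | assay system = CHO-XBP1 cells stably carrying IRE1-XBP1-driven luciferase reporter | input = 1000 cells per well | detection = luciferase luminescence | dosing = single point, 20 µM final compound, 1% DMSO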
APJ agonist – agonists of human apelin receptor APJ, primary screen, CHO-K1 cells, PathHunter beta-arrestin, luminescence; P35414; 0% DMSO wells, 100% apelin; activation, % at 20 µM; 0.11% of 330,000 active;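 active = activation more than six SD over the plate average, tested at 20 µM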;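 also: 0% = DMSO alone and 100% = apelin-13 at 10 nM; some results filed as inactive read as strong as hits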
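Test system: CHO-K1 APJ beta-arrestin complementation cell line. Amount: cell density 1000 per well. Controls: DMSO negative, 10 nM Apelin-13 positive. Signal: luminescent beta-gal fragment complementation, chemiluminescent substrate. Read-out basis: agonist-driven arrestin binding to APJ. Timing: compound stimulation 90 min at 25 °C, detection 60 min.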
tim23-1 inh – growth inhibitors of tim23-1 mutant yeast, primary screen, luminescence, uHTS. S. cerevisiae tim23-1 growth, BacTiter-Glo luminescence, 24 h. inhibition, % at 20 µM. 1.3% of 330,000 active. AID 463212, 2010;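 active = growth inhibition of the mutant yeast at or above 50%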;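 also: temperature-sensitive mutant grown at 25 °C; plate controls were DMSO-treated mutant yeast for no effect and medium wells lacking yeast for full effect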
Mdm2 MdmX PPI – inhibitors of human Mdm2-MdmX association, primary screen, cell-based, luminescence, split luciferase, SaOS-2, uHTS; Protein Mdm4 (Homo sapiens) + E3 ubiquitin-protein ligase Mdm2 (Homo sapiens), …; 3% of 330,000 active; SaOS-2 split-luciferase Mdm2/MdmX complementation; inhibition, % at 8 µM;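 active = inhibition of at least 50% at 8 µM in the primary screen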
Target sequence (O15151 whole entry, looked up): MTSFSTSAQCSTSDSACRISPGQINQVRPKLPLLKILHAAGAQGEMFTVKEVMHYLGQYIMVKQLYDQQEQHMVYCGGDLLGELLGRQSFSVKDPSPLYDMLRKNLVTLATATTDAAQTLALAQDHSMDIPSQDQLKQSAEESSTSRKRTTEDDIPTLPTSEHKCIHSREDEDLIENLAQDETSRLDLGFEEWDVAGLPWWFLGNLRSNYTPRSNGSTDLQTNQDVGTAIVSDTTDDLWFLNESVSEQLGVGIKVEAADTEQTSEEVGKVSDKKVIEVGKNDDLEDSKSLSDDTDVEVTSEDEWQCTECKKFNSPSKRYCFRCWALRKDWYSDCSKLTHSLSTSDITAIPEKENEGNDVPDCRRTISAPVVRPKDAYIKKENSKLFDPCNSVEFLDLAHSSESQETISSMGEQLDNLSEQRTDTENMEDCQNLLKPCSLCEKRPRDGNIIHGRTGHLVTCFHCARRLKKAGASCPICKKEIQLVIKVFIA
Target sequence (Q00987 whole entry, looked up): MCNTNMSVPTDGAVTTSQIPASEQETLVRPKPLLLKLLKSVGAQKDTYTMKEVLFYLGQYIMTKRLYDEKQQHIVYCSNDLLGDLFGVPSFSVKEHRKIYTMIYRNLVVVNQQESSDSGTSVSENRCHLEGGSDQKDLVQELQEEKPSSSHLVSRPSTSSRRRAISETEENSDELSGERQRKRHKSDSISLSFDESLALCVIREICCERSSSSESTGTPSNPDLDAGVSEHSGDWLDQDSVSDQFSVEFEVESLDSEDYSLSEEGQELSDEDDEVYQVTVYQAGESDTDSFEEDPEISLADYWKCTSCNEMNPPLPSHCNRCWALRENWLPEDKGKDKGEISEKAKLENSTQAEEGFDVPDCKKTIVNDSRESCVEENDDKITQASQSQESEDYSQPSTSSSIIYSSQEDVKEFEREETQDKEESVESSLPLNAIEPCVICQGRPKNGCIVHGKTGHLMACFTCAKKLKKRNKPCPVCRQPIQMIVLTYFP
UPR CHOP act – activators of apoptotic CHOP UPR arm, primary screen, cell-based, CHO-CHOP luciferase reporter, luminescence, uHTS; UPR activation; percent of tunicamycin response over DMSO baseline; activation, % at 10 µM; 0.34% of 330,000 active;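 active = at 10 µM dose, activation of 40% or more, normalized to positive control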;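 also: 100% = tunicamycin at 10 µg/mL and 0% = DMSO alone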
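Assay system: CHO cells with stable CHOP pathway luciferase reporter; Buffer or medium: F12 plus 10% serum; Times: 16-18 h cell attachment, then 6 h compound exposure, 37 °C; Signal: luciferase luminescence; Read-out basis: percent activation relative to tunicamycin control; Control set: tunicamycin high control, DMSO low control.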
TIM10 inh – growth inhibitors of isogenic TIM10 control yeast, primary screen, counter-screen for tim10-1 yeast inhibitor project, luminescence, uHTS | S. cerevisiae TIM10 strain growth, BacTiter-Glo luminescence, 24 h | inhibition, % at 10 µM | 1.4% of 330,000 active | AID 463195, 2010;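 active = inhibition of 40% or more at the single tested concentration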;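 also: wild-type TIM10 isogenic control strain grown at permissive 25 °C; 0% = DMSO yeast wells and 100% = minimal medium wells without yeast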
CXCR6 block – CXCR6 receptor inhibitors, primary screen, cell-based, beta-arrestin, luminescence, CHO-K1 PathHunter, 1536-well; C-X-C chemokine receptor type 6 (Homo sapiens), O00574; inhibition, % at 20 µM; 0.36% of 360,000 active; AID 602244, 2012; in the data active = inhibition above about 34%, passing the limit was not always enough;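 also: antagonist mode with CXCL16 agonist at 10 nM final; 0% = 10 nM CXCL16 with DMSO and 100% = unstimulated wells without agonist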
Starred values were filed as active, the others as inactive. The list is partial, so the mix of outcomes need not match the whole.

smiles	tim10-1 inh	APJ antagonist	XBP1 UPR activ	APJ agonist	tim23-1 inh	Mdm2 MdmX PPI	UPR CHOP act	TIM10 inh	CXCR6 block
O=[N+]([O-])c1cc(/C=N/N/C(=N/c2ccccn2)c2ccccn2)ccc1O	21.9	19.1	0.5	-6.3	33.8	8.2	4.7	5.4	34.3
CC(=O)Nc1ccc(Oc2nc(C(F)(F)F)nc3ccccc23)cc1	-10.9	-10.7	-0.1	-2.4	-4.8	3.6	0.5	-11.7	5.4
Cc1cc(NC(=O)c2cc(CC(C)C)on2)no1	13.8	14.5	1.6	-1.4	27.5	-83.0	5.7	3.0	-3.5
Cc1ccccc1Nc1nc(N)nc(CSc2nnc3sc4ccccc4n23)n1	13.4	5.9	2.5	-2.1	9.6	-46.6	0.6	20.0	8.2
CCOC(=O)C1=C(C)OC(N)=C(C#N)C1c1cc(C)sc1C (stereo unspecified)	30.4	6.3	-4.5	-2.6	18.8	7.9	2.0	18.6	-0.5
Cc1cccc(Nc2nc3c(S(=O)(=O)c4ccccc4)nnn3c3ccccc23)c1C	5.3	-3.2	94.0*	0.5	-16.5	77.7*	144.5*	-5.3	12.3
CCC1Sc2ccc(S(=O)(=O)CCC(=O)Nc3c(Cl)cc(OC)cc3OC)cc2NC1=O (stereo unspecified)	21.6	-5.3	-4.1	2.6	11.2	34.5	2.4	1.9	-13.0
Cc1cccc(OCCOC(=O)Nc2ccccc2)c1	1.0	9.7	-0.5	-1.5	3.0	8.3	1.7	2.4	-7.3
Cc1cc(C(=O)CN2CCN(CC(=O)Nc3cccc(F)c3)CC2)c(C)n1C1CC1	-21.3	-2.3	1.1	-2.8	3.6	16.9	1.1	4.0	-10.1
CCOC(=O)C1=C(O)/C(=C/c2cc(C)n(-c3ccccc3)c2C)N=C1C	2.8	11.1	-3.6	1.1	3.4	11.8	0.6	14.2	-0.2
COC(=O)C1C(=O)NCC1c1ccc(C)cc1 (stereo unspecified)	9.1	0.1	0.9	-1.8	-5.2	13.0	-1.0	-20.5	-2.4
CCOC(=O)Cn1c(COc2ccccc2OC)[n+](C)c2ccccc21	-6.5	8.3	-2.1	-1.9	8.1	32.4	-0.3	9.8	1.2
O=C(Nc1cccc(S(=O)(=O)Nc2ccc(Cl)cc2)c1)c1cc2c(s1)CCCC2	40.3*	-10.3	-0.1	1.9	24.6	34.7	0.8	23.1	-4.5
COc1cc2cc(C)nc(Cc3cccc4ccccc34)c2cc1OC	24.8	-4.3	-0.6	-2.9	43.6	25.2	-0.5	11.6	6.6
COc1ccc(CCC(=O)OCC(=O)c2c(N)n(CC(C)C)c(=O)n(C)c2=O)cc1	24.6	6.0	-3.5	12.5	21.9	14.5	6.7	15.7	-9.0
COc1ccccc1NC(=S)NC(NC(C)=O)C(Cl)(Cl)Cl (stereo unspecified)	3.3	2.8	-0.6	-4.4	13.7	-4.8	-0.3	12.2	3.1
Cc1nn(CCCNC(=O)C2CCCO2)cc1Br (stereo unspecified)	10.6	15.3	-2.5	-4.1	15.5	17.6	1.9	-12.9	3.0
COc1ccc(CC(=O)Nc2nnc(C(C)C)s2)cc1OC	-1.7	-1.3	-1.4	-3.9	8.1	-26.8	0.8	9.8	-3.0
CCOC(=O)Nc1nc(C)c(C(=O)N(C)C)s1	32.6	-3.5	2.6	-3.8	4.3	6.7	-0.5	10.9	-0.9
COC(=O)c1c(NC(=O)CN2CCN(c3ccccc3Cl)CC2)sc(C)c1C	0.1	11.5	-4.0	-2.1	15.6	9.2	-2.8	-6.4	-1.9
COc1ccc(NC(=O)Nc2ccc3c(c2)C(=O)N([C@H](C)CO)C[C@H](C)[C@@H](CN(C)S(=O)(=O)c2ccccc2)O3)cc1	7.0	-1.3	-2.1	-1.9	5.6	6.8	0.5	-0.2	2.1
CCN(CC(=O)NC)S(=O)(=O)c1ccc(Br)cc1	4.7	2.7	0.0	-3.7	2.7	15.5	1.8	2.5	1.9
Cc1cc(C)cc(OCC(=O)N(Cc2ccc(N(C)C)cc2)C2CCS(=O)(=O)C2)c1 (stereo unspecified)	11.8	5.0	-3.1	0.9	7.2	21.3	-0.7	-9.9	5.8
Cc1ccc(CN2CCN(/N=C/c3ccc(C)s3)CC2)cc1	23.7	-11.2	-1.7	-0.3	14.2	11.5	-1.9	7.8	-2.8
Cc1cc(C)c(O)c(-c2cc(C(=O)NCc3ccccc3)[nH]n2)c1	4.8	6.8	-2.8	-2.9	-9.4	15.3	0.7	6.0	-2.7
CC1CCCCN1C(=O)c1ccc(C(=O)N2CCCCC2C)cc1 (stereo unspecified)	9.8	4.8	0.4	0.8	16.5	-41.0	-0.8	-5.6	4.6
COC(=O)c1ccc(C(NC(=O)OCc2ccccc2)/C(C)=C/[C@@H](C)C(=O)NCc2ccc(-c3ccccc3)cc2)cc1 (stereo partly specified)	15.9	-52.2	0.0	5.4	17.2	-24.8	1.4	11.0	7.7
COC(=O)CCC(=O)OC1(C)C(=O)C2=CN(Cc3ccc(OC)cc3)C(c3ccc(OC)cc3)=CC2=C(Br)C1=O (stereo unspecified)	-4.9	-133.5	3.9	17.2	7.7	25.8	2.5	-2.4	-15.0
COC(=O)/C=C1\SC(=NC(=O)c2ccc(C)cc2)NC1=O	-16.0	7.2	3.3	-2.8	-1.6	19.8	1.0	-6.7	-5.3
Cc1cc(NC(=O)CCN2CCN(Cc3ccccc3)CC2)ccc1Br	20.4	9.1	-6.4	-2.8	7.8	14.3	-0.1	3.0	1.0
COC(=O)Cn1ncc(N(C)Cc2ccccc2)c(Cl)c1=O	2.0	5.6	-5.7	-2.7	5.4	16.0	2.4	-13.0	4.5
Cc1cccc(N2CCN(C(=O)CCn3c(=O)[nH]c4ccsc4c3=O)CC2C)c1 (stereo unspecified)	-4.1	11.8	-1.0	0.8	13.6	16.0	1.4	8.5	-7.1
CCN(CC)c1nc(-c2ccccc2)cc(C(F)(F)F)c1C#N	-4.8	13.5	-3.0	-1.4	-0.3	8.4	0.3	-7.0	5.1
C/C(=N\NC(=O)Cn1nc(C)c([N+](=O)[O-])c1C)c1ccc(Cl)s1	4.7	22.6	-2.2	-2.8	3.6	42.0	-2.3	14.6	-5.7
Cc1ccc(C)c(OCCC(=O)Nc2cccc(S(=O)(=O)N3CCCCC3)c2)c1	17.5	-77.4	-2.2	-3.4	20.0	22.5	0.2	18.2	-3.8
N#Cc1ccc(/C=N/N=C(N)N)cc1	2.2	9.8	-2.6	3.0	9.5	-44.0	-1.9	-10.5	-2.5
CN1CCN(NC(=S)NC2CCCC2)CC1	-3.7	6.1	-2.2	-3.3	-7.2	24.4	-0.7	-4.2	3.9
CC(/C=N/n1c(-c2ccco2)n[nH]c1=S)=C\c1ccco1	19.5	-6.7	-0.1	-0.3	29.2	-9.5	-1.5	21.5	13.0
CCCc1nc2sc3c(c2c(=O)n1NC(=O)CCC(=O)OC)CCCC3	-5.8	-2.6	-1.5	-4.3	5.1	-6.6	-0.6	-2.6	4.2
COC(=O)c1cc(S(=O)(=O)NCC2CCN(CCc3ccc(OC)cc3)CC2)cn1C	11.5	4.4	-2.9	2.5	-4.9	12.5	1.0	-2.4	-4.4
COC(=O)c1ccc(C2c3[nH]c4ccccc4c3C[C@H]3C(=O)N(C4CCN(Cc5ccccc5)CC4)CC(=O)N23)cc1 (stereo partly specified)	18.9	9.6	1.6	-1.8	21.8	16.4	3.0	-18.6	1.3
CCOC(=O)c1ccc(NC(=O)Nc2ccc3c4c(cccc24)C(=O)N3CC)cc1	11.1	15.1	6.7	-4.7	-16.7	4.2	1.9	-7.4	8.1
CC1CCN(C(=O)CCC(=O)Nc2nnc(C(F)(F)F)s2)CC1	-2.3	5.5	-1.5	-5.5	19.4	-9.7	2.6	10.7	-4.5
COC(=O)[C@H](CCSC)NC(=O)Nc1ccc(OC)cc1OC	5.0	24.7	-4.2	-3.0	-3.8	3.8	-2.2	-21.0	77.2*
CCOc1ccc(C2C(C#N)=C(N)Oc3cc(C)oc(=O)c32)cc1 (stereo unspecified)	-6.2	-20.2	-2.9	-2.4	0.3	10.9	1.7	7.3	7.8
CCN(CC(=O)Nc1ccc(NC(C)=O)cc1)C(=O)/C=C/c1ccccc1	5.3	-11.4	2.8	-2.5	18.4	-13.4	0.2	16.7	-1.8
Cc1c(Cl)cccc1NC(=O)C1Cc2ccccc2CN1C(=O)c1ccccc1 (stereo unspecified)	25.0	3.3	0.1	-12.6	11.5	-13.8	0.4	29.8	7.7
COc1ccc(S(=O)(=O)NC(C)C(=O)N2CCCCCC2)cc1 (stereo unspecified)	15.8	8.5	0.0	-3.7	21.2	-26.1	-2.3	19.3	-3.3
O=C(COc1ccc(C(=O)c2ccccc2)cc1)Nc1cccnc1	-61.3	10.6	-6.8	3.6	2.7	26.8	3.2	-2.2	-7.3
CCOC(=O)C(NC(=O)c1ccccc1)=C(C)C	0.6	-4.8	-1.3	-4.8	1.1	8.4	-1.4	1.2	-3.4
Cc1nn(C(C)(C)C)c(OC(=O)c2ccc(Br)o2)c1Sc1ccccc1	41.2*	-5.2	2.2	-6.0	43.0	22.2	7.5	40.7*	-12.4
Cc1c(C(=O)NCc2ccccn2)sc2nc(-c3ccc(F)cc3)cn12	12.9	8.2	-0.2	-0.1	22.6	-22.1	0.4	-13.1	-9.4
CCOC(=O)C(Cc1ccccc1)NC(C)=O (stereo unspecified)	12.8	-2.6	-0.8	2.7	8.5	-3.7	1.4	-0.6	-2.8
COc1ccc(/C=C(\C#N)C(=O)Nc2cccnc2)cc1	7.0	1.6	3.4	-2.1	8.2	10.0	0.6	14.0	0.2
CCCCCCC(=O)Nc1nc(C)c(-c2csc(Nc3cc(OC)ccc3OC)n2)s1	13.5	0.8	-3.2	-3.8	10.4	39.0	0.3	0.1	4.7

Two records drawn at random from the list so far:
smiles	tim10-1 inh	APJ antagonist	XBP1 UPR activ	APJ agonist	tim23-1 inh	Mdm2 MdmX PPI	UPR CHOP act	TIM10 inh	CXCR6 block
C/C(=N\NC(=O)Cn1nc(C)c([N+](=O)[O-])c1C)c1ccc(Cl)s1	4.7	22.6	-2.2	-2.8	3.6	42.0	-2.3	14.6	-5.7
CCOc1ccc(C2C(C#N)=C(N)Oc3cc(C)oc(=O)c32)cc1 (stereo unspecified)	-6.2	-20.2	-2.9	-2.4	0.3	10.9	1.7	7.3	7.8

Assay outcomes deposited in PubChem by Sanford-Burnham Center for Chemical Genomics.
